HSF1 inhib = HSF1 inhibition | NIH3T3-HGL HSE-luciferase, MG132-induced, luminescence 8 h; active compounds read low | activity change, negative = inhibition, % at 7.5 µM (by protocol) | hit rate 0.77% among 300,000 | AID 2098;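 active = more than half of replicate wells show activity change below -50%, luminescence cut by over half; inconclusive = some wells, but at most half, below -50%; inactive = no replicate well below -50%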;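 also: luciferase reports HSF-1 transcriptional activity via heat shock element; 0% = median of DMSO wells and -100% = zero luminescence signal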
Platelet DG rel = platelet dense granule release activity; human platelet-rich plasma, SFLLRN dense granule ATP release, luminescence; inhibition, %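 (compounds screened at 7.5 µM in platelet-rich plasma)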; hit rate 0.22% among 300,000;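 active = mean replicate score, as percent of positive control, at or above 50; inconclusive = mean below 50 but at least one replicate at or above 50; inactive = mean and every replicate below 50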
GSK3B inh = inhibitors of human GSK3beta kinase; P49841; GST-GSK3beta kinase, ADP-Glo luminescence, 60 min; active compounds read low; activity score (negative = inhibition), % at 10 µM; hit rate 0.038% among 300,000; AID 2097;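 active = more than half of replicate wells score below -50%, meaning over 50% inhibition versus plate controls; inconclusive = some replicates but at most half score below -50%; inactive = no replicate scores below -50%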;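 also: 0% = median DMSO wells and -100% = median GW8510 positive control wells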
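test system = GST-tagged human GSK3beta kinase, cell-free | reagent = 25 µM ATP with peptide substrate | dosing = one dose of 10 µM per compound | schedule = 60 min reaction, RT | detection = luminescent ADP-Glo measurement of ADP formed | control set = DMSO neutral wells and GW8510 at 20 µM as positive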
GSK3A inh = blocks human GSK-3 alpha kinase. ADP-Glo luminescence, 60 min. inhibition, % at 10 µM. hit rate 0.1% among 320,000;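 in the data active = inhibition above about 50%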;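 also: GST-tagged GSK-3 alpha with peptide substrate and 25 µM ATP; 0% = DMSO neutral wells and 100% = GW8510 positive control wells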
Target sequence (P49840 whole entry, looked up): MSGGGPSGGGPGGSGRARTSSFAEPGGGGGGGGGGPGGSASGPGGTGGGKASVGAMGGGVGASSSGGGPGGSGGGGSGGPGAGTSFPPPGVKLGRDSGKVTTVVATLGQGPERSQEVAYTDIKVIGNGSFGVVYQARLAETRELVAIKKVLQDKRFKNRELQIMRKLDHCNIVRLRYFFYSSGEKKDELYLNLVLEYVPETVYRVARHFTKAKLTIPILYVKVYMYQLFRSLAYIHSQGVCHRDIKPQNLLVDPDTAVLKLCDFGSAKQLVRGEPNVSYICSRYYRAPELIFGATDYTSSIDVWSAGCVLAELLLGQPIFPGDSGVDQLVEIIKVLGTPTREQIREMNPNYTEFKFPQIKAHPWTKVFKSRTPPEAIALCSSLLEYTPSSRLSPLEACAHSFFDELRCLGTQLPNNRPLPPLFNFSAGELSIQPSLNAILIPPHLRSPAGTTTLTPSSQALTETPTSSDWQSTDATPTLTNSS
HDAC3 inhib = human HDAC3 inhibition; recombinant HDAC3, fluorogenic peptide/trypsin coupled, fluorescence; inhibition, % at 8.3 µM; hit rate 0.15% among 320,000; AID 2718; in the data active = inhibition above about 26%, passing the limit was not always enough; inconclusive = no clear call, values can overlap the other calls
Target sequence (O15379 whole entry, looked up): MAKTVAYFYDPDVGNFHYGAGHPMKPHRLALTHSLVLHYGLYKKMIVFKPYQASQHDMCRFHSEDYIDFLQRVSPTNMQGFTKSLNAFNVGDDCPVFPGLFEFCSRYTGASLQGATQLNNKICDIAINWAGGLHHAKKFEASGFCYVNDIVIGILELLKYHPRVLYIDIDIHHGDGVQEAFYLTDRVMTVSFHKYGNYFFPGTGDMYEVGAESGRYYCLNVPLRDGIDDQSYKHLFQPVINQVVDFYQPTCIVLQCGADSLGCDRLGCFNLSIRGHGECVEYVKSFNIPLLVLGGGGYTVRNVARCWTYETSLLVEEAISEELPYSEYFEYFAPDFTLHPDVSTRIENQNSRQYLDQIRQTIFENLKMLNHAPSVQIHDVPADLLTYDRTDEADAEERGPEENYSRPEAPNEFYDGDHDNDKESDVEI
HSP90 refold inh = inhibitors of HSP90 luciferase refolding in rabbit reticulocyte lysate. luciferase refolding luminescence, 3 h. inhibition, % at 5.6 µM. hit rate 0.91% among 290,000. AID 1789;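 active = inhibition above the screen-wide mean plus 3 SD, computed separately per campaign, cut at about 16% in these data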;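 also: 0% = DMSO wells and 100% = 60 µM geldanamycin wells; inhibitors lower the luminescence because luciferase stays unfolded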
Dyrk1A ADPGlo = blocks rat Dyrk1A kinase activity; ADP-Glo luminescence, NFATc1 peptide; hit rate 0.43% among 310,000; Q63470; inhibition, % at 12.5 µM; in the data active = inhibition above about 50%;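 also: plate controls were vehicle with enzyme for no effect and no enzyme for full effect; many of its hits are not listed in these tables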
PolyA inhibitor = inhibitors of polyadenylation in S. cerevisiae. AID 1875. calls only at 12 µM. hit rate 0.02% among 300,000. S. cerevisiae SKY197-pL101 polyadenylation reporter, beta-gal luminescence; efflux-impaired pdr1/pdr3 knockout yeast; score 100 = 6 SD above DMSO;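 active = lowest replicate activity score at least 50, where 100 means six control SD above control mean; inconclusive = lowest score under 50 but half or more replicates reach 50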;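 also: yeast exposed to compound for 9 h at 30 °C; higher score means more reporter readthrough which indicates perturbed polyadenylation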
AI-2 QS mod = modulates the Vibrio harveyi AI-2 quorum sensing system; hit rate 0.4% among 300,000; Vibrio harveyi JMH597 AI-2 luminescence/OD600 ratio, 9 h; active compounds read low; strain lacks LuxN and CqsS sensors; 0 = neutral-control median; activity change, % at 7.5 µM; in the data active = activity change below about -75%, passing the limit was not always enough; inconclusive = no clear call, values can overlap the other calls;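 also: luminescence divided by OD600 gain over 9 h not by final OD600 alone; inactives centre near 13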
HSF-1 act = increases HSF-1 driven luciferase reporter signal; activation, % at 9 µM; AID 504408; hit rate 1.7% among 300,000; NIH3T3-HGL HSF-1 luciferase reporter, MG132, 8 h; 100% = twice DMSO control signal;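 active = mean replicate activation of at least 50% with a set share of replicates each reaching 50%; inconclusive = only one of those two conditions met; inactive = mean below 50% and too few replicates reaching it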;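 also: 0% = median of the neutral control wells and 100% = twice that signal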
* = called active by the depositor; i = inactive; ? = inconclusive; · = no result given. The list is partial; the hit share may differ from the screen's.

Codes: A = HSF1 inhib; B = Platelet DG rel; C = GSK3B inh; D = GSK3A inh; E = HDAC3 inhib; F = HSP90 refold inh; G = Dyrk1A ADPGlo; H = PolyA inhibitor; I = AI-2 QS mod; J = HSF-1 act
1) O=C(O)C1C2C=CC(O2)C1C(=O)Nc1cccc(C(F)(F)F)c1 (stereo not given)
  A: 2; B: 1; C: 3; D: -1; E: -13; F: -2; G: -1; H: i; I: 22; J: -14
2) CCN(CC)C(=O)c1cc([N+](=O)[O-])cc2c1-c1ccc([N+](=O)[O-])cc1C2=C(C#N)C#N
  A: 6; B: -8; C: 1; D: 3; E: 1; F: 9; G: -5; H: i; I: 23; J: -15
3) O=[N+]([O-])c1ccc(N2CCc3ccccc3C2)nc1
  A: 25; B: 7; C: -1; D: 2; E: -2; F: -1; G: -5; H: i; I: 30; J: 34
4) Cc1ccc(C)c(SCC(=O)NC(=O)NCc2ccccc2)c1
  A: 8; B: -2; C: 2; D: -2; E: 16; F: 0; G: -3; H: i; I: 13; J: 10
5) CCc1ccc(OCc2n[nH]c(=S)n2Cc2ccccc2)cc1
  A: 5; B: -3; C: -1; D: 0; E: 13; F: 7; G: 3; H: i; I: 24; J: 10
6) O=C1NN=C(c2ccccc2)CC1c1c[nH]c2ccccc12 (stereo not given)
  A: 8; B: -26; C: 2; D: 0; E: ?; F: 1; G: -3; H: i; I: -1; J: 14
7) CCCNC(=O)C1CC(c2ccccc2C(F)(F)F)=NO1 (stereo not given)
  A: 0; B: -3; C: 1; D: 1; E: 2; F: ·; G: 9; H: i; I: 26; J: 6
8) Cc1cc(C(=O)COC(=O)c2ccc(O)cc2)c(C)n1CC1COc2ccccc2O1 (stereo not given)
  A: -9; B: -4; C: 1; D: -3; E: -1; F: -1; G: -1; H: i; I: 16; J: -11
9) CC(=O)c1ccc(S(=O)(=O)NC2CCCCCCC2)cc1
  A: 1; B: -7; C: 2; D: 5; E: 7; F: 0; G: -4; H: i; I: 2; J: -8
10) COc1cc(C(=O)N/N=C\c2ccccc2)c([N+](=O)[O-])c(OC)c1OC
  A: -5; B: 5; C: 3; D: 4; E: -3; F: 3; G: -1; H: i; I: 9; J: -3
11) O=C(c1ccco1)N1CCN(c2nc3ccsc3c(=O)s2)CC1
  A: 8; B: 5; C: 0; D: 1; E: 8; F: 1; G: 24; H: i; I: 30; J: 18
12) O=[N+]([O-])c1cccc(N/N=C/c2cc([N+](=O)[O-])ccc2O)c1
  A: 4; B: 10; C: 2; D: -1; E: -1; F: 3; G: 6; H: i; I: 19; J: 11
13) CCOC(=O)c1[nH]c(C)c(C(=O)OCC(=O)N(CC)C2CCS(=O)(=O)C2)c1C (stereo not given)
  A: -9; B: 2; C: 1; D: 1; E: -1; F: -3; G: 2; H: i; I: -3; J: 7
14) Cc1ccc(-c2csc3nc(CN(C)Cc4ccccc4)[nH]c(=O)c23)cc1
  A: 6; B: 6; C: 0; D: -1; E: 3; F: 5; G: 1; H: i; I: 17; J: 1
15) O=C(c1ccc(Cl)c(S(=O)(=O)N2CCCC2)c1)N1CCN(c2ccc(F)cc2)CC1
  A: 1; B: -5; C: -1; D: 6; E: 3; F: 0; G: 1; H: i; I: 26; J: 0
16) Cc1nc(NC(=O)c2ccccc2)sc1C1(C)CC(c2c(Cl)cccc2Cl)=NO1 (stereo not given)
  A: -1; B: 4; C: 2; D: ·; E: ·; F: ·; G: 3; H: i; I: 0; J: 7
17) CC(NC(=O)c1cccc(N(C)C)c1)c1ccc(-n2ccnc2)cc1 (stereo not given)
  A: 2; B: 4; C: -1; D: -1; E: -6; F: -2; G: -2; H: i; I: 20; J: 8
18) COc1ccccc1NC(=S)NNC(=O)c1cc(C)n(C)n1
  A: 1; B: -2; C: 3; D: -3; E: 9; F: -2; G: 1; H: i; I: 17; J: -13
19) N/C(=N\OC(=O)c1ccccc1Cl)c1cccnc1
  A: 16; B: ?; C: 2; D: -1; E: 1; F: -2; G: 5; H: i; I: 15; J: 47
20) CCN(CC)CCCNC(=O)c1oc2ccc3c(c2c1C)C(O)CC(C)(C)O3 (stereo not given)
  A: -8; B: 0; C: 5; D: -1; E: -21; F: 7; G: 0; H: i; I: 18; J: -12
21) CCCCOc1ccccc1C1C(C(=O)OC)=C(C)N(C)C(C)=C1C(=O)OC
  A: 1; B: -5; C: 1; D: -1; E: -9; F: 1; G: 2; H: i; I: 18; J: 18
22) COc1cc(/C=C/C(=O)OC(C)C(=O)NC2CCCCC2C)cc(Cl)c1OC (stereo not given)
  A: 3; B: 4; C: -4; D: 1; E: -2; F: ·; G: 3; H: i; I: 18; J: -10
23) COc1cc(C(CC(=O)Nc2ccccn2)N2Cc3ccccc3C2=O)cc(OC)c1OC (stereo not given)
  A: 5; B: 4; C: -4; D: 1; E: 11; F: -1; G: -4; H: i; I: 9; J: 13
24) COc1ccc(NC(=O)CCNC(=O)Cn2cnc3ccccc3c2=O)c(OC)c1
  A: 2; B: 6; C: 3; D: 0; E: 0; F: -4; G: 1; H: i; I: 62; J: 3
25) Cc1onc(-c2c(F)cccc2Cl)c1C(=O)Nc1cccc(Cn2cccn2)c1
  A: -1; B: 19; C: 0; D: 0; E: -1; F: 2; G: 3; H: i; I: 16; J: 7
26) CCC(C)(C)NC(=O)C(c1ccccn1)N(C(=O)c1csnn1)c1ccccc1 (stereo not given)
  A: 6; B: -3; C: 0; D: -1; E: -4; F: 5; G: -1; H: i; I: 9; J: 22
27) COc1cccc(C2CC(c3cccc(Br)c3)n3ncnc3N2)c1 (stereo not given)
  A: 3; B: 8; C: -1; D: 5; E: 5; F: 2; G: 0; H: i; I: 14; J: 14
28) O=C1C2C3CC(C(Br)C3Br)C2C(=O)N1CC1CCCO1 (stereo not given)
  A: -14; B: 2; C: -1; D: -3; E: 0; F: -1; G: ·; H: i; I: 30; J: -7
29) COC(=O)c1ccc(COc2ccc(-c3nn[nH]n3)cc2)cc1
  A: 6; B: -4; C: 0; D: -3; E: -6; F: 5; G: -3; H: i; I: 9; J: 3
30) COc1ccnc2c1c(=O)n(Cc1ccc(F)cc1)c(=O)n2C
  A: 2; B: 0; C: 3; D: -2; E: -2; F: 1; G: -1; H: i; I: 8; J: -2
31) COc1ccc(/C=C/C(=O)c2c(O)ccc3c(C)cc(=O)oc23)cc1
  A: 1; B: 14; C: 1; D: -3; E: 7; F: 6; G: 1; H: i; I: 18; J: 34
32) CC(=O)NC(c1cccc([N+](=O)[O-])c1)c1ccc2cccnc2c1O (stereo not given)
  A: -11; B: -8; C: 1; D: -4; E: -3; F: 13; G: -2; H: i; I: ?; J: -6
33) O=C(c1ccc2c(=O)n(-c3ccccc3)c(=O)[nH]c2c1)N1CCN(c2ccc(F)cc2)CC1
  A: 0; B: -6; C: 1; D: 2; E: 5; F: -2; G: 2; H: i; I: 20; J: 19
34) N#CCC(=O)Nc1ccc(C(=O)OCC(=O)Nc2ccccc2Sc2ccccc2)cc1
  A: 21; B: -4; C: -2; D: 0; E: -2; F: 5; G: -6; H: i; I: 13; J: 63*
35) CC1=C(C)C(=O)C(N2CCOCC2)=CC1=O
  A: 13; B: -6; C: 1; D: ·; E: ·; F: 1; G: 0; H: i; I: 11; J: 14
36) CCCC1S/C(=N/N=C/c2ccc(OC)cc2)N(Cc2ccccc2)C1=O (stereo not given)
  A: 1; B: -1; C: 0; D: -2; E: 2; F: 4; G: -1; H: i; I: 19; J: 6
37) COc1ccc(NC(=O)c2sccc2SCc2cccc(C(F)(F)F)c2)cc1
  A: 40; B: -1; C: -2; D: -3; E: 0; F: -1; G: 8; H: i; I: 21; J: ?
38) Cc1ccc2nc(N3CCN(c4ccccc4F)CC3)c(C=O)c(=O)n2c1
  A: -5; B: 4; C: 0; D: 2; E: 0; F: -5; G: -2; H: i; I: 1; J: 5
39) O=C(N/N=C/c1cccnc1)c1ccccc1OCc1ccc(Cl)cc1
  A: 21; B: 12; C: -4; D: 1; E: 10; F: 4; G: ·; H: i; I: 0; J: 21
40) COc1ccc(NC(=O)C(=O)Nc2cccc3ccccc23)c(OC)c1
  A: 8; B: -1; C: ·; D: -4; E: -7; F: 0; G: 0; H: i; I: ·; J: 4
41) c1ccc(COCCC2CO2)cc1 (stereo not given)
  A: 2; B: -13; C: 0; D: -2; E: 7; F: -5; G: ·; H: i; I: 17; J: 2
42) Cc1csc(NC(=O)C2CCCN2C(=O)Oc2ccccc2)n1 (stereo not given)
  A: 1; B: -5; C: -3; D: -1; E: -9; F: -1; G: 7; H: i; I: 22; J: 6
43) O=C(CN1CCN(c2ccc(Cl)cc2)CC1)Nc1cccc(F)c1
  A: 1; B: -7; C: 0; D: -5; E: 4; F: 1; G: -7; H: i; I: 16; J: 22
44) O=C(N/N=C/c1cccnc1)c1cccc(F)c1
  A: 6; B: 2; C: 0; D: -2; E: -1; F: 3; G: 7; H: i; I: -4; J: 4
45) CC(=O)Nc1cccc(C(=O)N(CCc2ccccc2)Cc2ccccc2)c1
  A: -6; B: -11; C: -2; D: ·; E: -1; F: 12; G: -4; H: i; I: 40; J: -13
46) CC(C)Cc1nnc(NC(=O)c2cc(-c3ccncc3)nc3ccccc23)s1
  A: -7; B: 18; C: 4; D: -3; E: 1; F: 5; G: 1; H: i; I: 10; J: -11
47) Cc1cc(NC(=O)COC(=O)C2COc3ccccc3O2)no1 (stereo not given)
  A: -4; B: 0; C: 0; D: 0; E: -1; F: 0; G: 1; H: i; I: 12; J: 2
48) C(=N/Nc1nc(-c2ccccc2)cc(-c2ccccc2)n1)/c1cccnc1
  A: 9; B: 17; C: 0; D: -2; E: 8; F: 1; G: -6; H: i; I: 13; J: 8
49) CCCOc1ccc(N2C(=O)CC(N(C(=O)c3ccco3)c3ccc(OCCC)cc3)C2=O)cc1 (stereo not given)
  A: -6; B: -2; C: ·; D: -3; E: 1; F: 4; G: -3; H: i; I: ·; J: -3
50) O=C(Nc1ccc(O)cc1)/C(=C\c1cccs1)NC(=O)c1ccccc1
  A: -11; B: 8; C: 2; D: -1; E: 6; F: 1; G: 6; H: i; I: 8; J: -3

New compounds follow
Codes: A = HSF1 inhib; B = Platelet DG rel; C = GSK3B inh; D = GSK3A inh; E = HDAC3 inhib; F = HSP90 refold inh; G = Dyrk1A ADPGlo; H = PolyA inhibitor; I = AI-2 QS mod; J = HSF-1 act
51) NC(=S)NC(=O)c1ccccc1
  A: -2; B: -1; C: 0; D: 4; E: 1; F: 5; G: -3; H: i; I: 14; J: -4
52) COc1ccc(C(=O)NCc2ccc(C(=O)NCC(OC)OC)cc2)cc1OC
  A: -2; B: -23; C: 5; D: -1; E: -4; F: -3; G: ·; H: i; I: 12; J: -14
53) Cc1cc(C(=O)CS(=O)(=O)c2ccc(Cl)cc2)cc(C)c1O
  A: 4; B: 0; C: -1; D: 11; E: 3; F: 6; G: 5; H: i; I: 3; J: 29
54) COC(=O)C1CCN(C(=O)COC(=O)c2cc(-c3cccs3)nn2-c2ccccc2)CC1
  A: 7; B: 6; C: 2; D: 1; E: -7; F: ·; G: 1; H: i; I: 20; J: -17

Screening results: PubChem BioAssay, several laboratories
